Bioassay records deposited in PubChem by Dana-Farber Cancer Institute and Novartis Institutes for BioMedical Research (Cambridge, Mass).
USP28 block: blocks human USP28 ubiquitin-rhodamine cleavage; purified USP28, Ub-rhodamine cleavage fluorescence, 30 min; inhibition, % at 25 µM; 3% of 47,000 active; AID 1645857
USP10 block: human USP10 deubiquitinase inhibition. purified USP10, Ub-rhodamine fluorescence, 60 min. inhibition, % at 20 µM. 1.1% of 47,000 active. Q14694. AID 1645856
USP30 inh: inhibitors of human USP30 deubiquitinase. Q70CQ3. purified USP30, Ub-rhodamine cleavage fluorescence. inhibition, % at 25 µM. 5.3% of 47,000 active
UCHL1 block: inhibitors of human UCHL1 deubiquitinase; purified UCHL1, Ub-rhodamine cleavage fluorescence; inhibition, % at 20 µM; 0.2% of 47,000 active; AID 1645859
USP7 inh: blocks human USP7 ubiquitin-rhodamine cleavage; inhibition, % at 20 µM; AID 1645854; 0.3% of 47,000 active; Q93009; purified USP7, Ub-rhodamine cleavage fluorescence
USP17 block: inhibitors of human USP17 deubiquitinase; A8MUK1; purified USP17, Ub-rhodamine cleavage fluorescence, 3 h; inhibition, % at 50 µM; 6.5% of 47,000 active; AID 1645855
USP8 block: blocks human USP8 ubiquitin-rhodamine cleavage | P40818 | purified USP8, Ub-rhodamine cleavage fluorescence, 30 min | inhibition, % at 20 µM | 4.2% of 47,000 active
OTUD3 inh: inhibitors of human OTUD3 deubiquitinase; purified OTUD3, Ub-rhodamine fluorescence, 2 h; inhibition, % at 25 µM; 0.7% of 47,000 active
* marks the source's active call; other numbers are inactive results. No stated cut-off is given here; in the data, active means inhibition above about 30%; inactive means the rest.

SMILES	USP28 block	USP10 block	USP30 inh	UCHL1 block	USP7 inh	USP17 block	USP8 block	OTUD3 inh
CC(=O)C1=C(O)C2C3c4c[nH]c5cccc(c45)CC3C(C)(C)N2C1=O (configuration not stated)	-100	-6	-391	-34	-36	-130	-194	-110

An excerpt; rates above refer to the full screens.
